# High-throughput results deposited in PubChem BioAssay by several laboratories.
# TPT1 inh: blocks Candida albicans tRNA 2'-phosphotransferase. recombinant caTPT1, FP RNA substrate dephosphorylation. inhibition, % at 5 µM. 0.81% of 300,000 active;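 active = inhibition above the mean of all tested compounds plus 3 SD, set per screening campaign, cut at about 24% in these data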;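 also: plate controls were DMSO alone for no effect and ferristatin control at 100 nM for full effect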
# Bcl-xL primary: blocks human Bcl-xL binding to Bim BH3 peptide. Q07817. GST-Bcl-xL / FITC-Bim BH3 peptide fluorescence polarization. inhibition, % at 10.9 µM. 0.7% of 320,000 active. AID 2129;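 active = inhibition above the mean of all tested compounds plus 3 SD, cutoff set per campaign, cut at about 30% in these data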;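 also: 0% = DMSO wells and 100% = unlabeled Bim-BH3 peptide competitor; inhibitors lower millipolarization by displacing the labeled peptide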
# Target sequence (Q07817 whole entry, looked up): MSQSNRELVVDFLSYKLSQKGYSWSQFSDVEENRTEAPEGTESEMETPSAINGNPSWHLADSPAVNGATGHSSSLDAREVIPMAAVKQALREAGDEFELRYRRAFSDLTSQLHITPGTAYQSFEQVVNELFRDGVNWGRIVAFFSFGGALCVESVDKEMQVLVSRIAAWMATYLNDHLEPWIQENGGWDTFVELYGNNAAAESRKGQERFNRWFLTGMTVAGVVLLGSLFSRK
# MCL1 BIM primary: disrupts human MCL1 binding to BIM-BH3 peptide; Q07820; GST-MCL1 / FITC-Bim-BH3 fluorescence polarization; inhibition, % at 10.9 µM; 0.68% of 320,000 active; AID 2057;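 active = inhibition above the mean inhibition of all tested compounds plus 3 SD, set per campaign, cut at about 40% in these data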;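 also: 0% = DMSO wells and 100% = unlabeled Bim-BH3 peptide control; higher means more loss of mP so more displacement of Bim peptide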
# Target sequence (Q07820 whole entry, looked up): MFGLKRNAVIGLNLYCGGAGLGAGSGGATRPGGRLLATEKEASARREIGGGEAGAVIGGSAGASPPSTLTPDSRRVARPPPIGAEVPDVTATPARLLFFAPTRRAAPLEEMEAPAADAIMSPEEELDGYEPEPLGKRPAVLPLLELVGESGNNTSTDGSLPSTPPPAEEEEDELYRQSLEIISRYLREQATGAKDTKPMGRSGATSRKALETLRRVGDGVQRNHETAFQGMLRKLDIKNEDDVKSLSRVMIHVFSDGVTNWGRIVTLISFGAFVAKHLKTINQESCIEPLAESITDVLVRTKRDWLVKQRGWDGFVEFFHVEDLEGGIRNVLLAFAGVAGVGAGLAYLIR
# PME-1 inh: blocks human protein phosphatase methylesterase 1. Q9Y570. recombinant PME-1, FP-Rh probe fluorescence polarization. inhibition, % at 5.9 µM. 0.53% of 320,000 active. AID 2130;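 active = inhibition above the campaign mean of all compounds plus 3 SD, cut at about 26% in these data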;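 also: competitive labeling of PME-1 active site by serine hydrolase directed probe; 0% = PME-1 with DMSO and 100% = wells lacking PME-1 enzyme; inhibitors block probe labeling so polarization falls and inhibition rises; many of its hits are not listed in these tables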
# Fam108B inh: blocks mouse Fam108B hydrolase in RBBP9 counter-screen | inhibition, % at 9.51 µM | 0.33% of 300,000 active | recombinant Fam108B, FP-Rh probe fluorescence polarization;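 active = inhibition above the screen mean inhibition plus 3 SD, computed separately per campaign, cut at about 18% in these data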;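 also: inhibitors lower polarization as less probe binds the enzyme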
# GSTO1 counter: blocks human GSTO1 in RBBP9 counter-screen; 1.1% of 300,000 active; inhibition, % at 5.96 µM; P78417; AID 1974; recombinant GSTO1, activity-based probe fluorescence polarization;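 active = inhibition above the campaign mean inhibition plus 3 SD, cut at about 35% in these data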;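 also: 0% = GSTO1-1 with DMSO and 100% = wells lacking GSTO1-1 enzyme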
# PAD4 inh: inhibitors of human PAD4. Q9UM07. recombinant PAD4, RCA probe fluorescence polarization. inhibition, % at 6.36 µM. 0.41% of 330,000 active. AID 485272;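 active = percent inhibition above a cutoff equal to the mean of all tested compounds plus 3 SD, cut at about 15% in these data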;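 also: 0% = PAD4 with RCA probe and DMSO and 100% = probe without PAD4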
# GLD-1 TGE inh: GLD-1-TGE RNA interaction inhibition (C. elegans); 0.44% of 320,000 active; inhibition, % at 5.96 µM; AID 2280; purified GLD-1 + fluorescein TGE RNA, fluorescence polarization;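 active = percent inhibition above a per-plate cutoff, the plate mean of test compounds plus 3 SD, cut at about 30% in these data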;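 also: 0% = DMSO wells with GLD-1 and probe and 100% = wells lacking GLD-1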
# Target sequence (Q17339 whole entry, looked up): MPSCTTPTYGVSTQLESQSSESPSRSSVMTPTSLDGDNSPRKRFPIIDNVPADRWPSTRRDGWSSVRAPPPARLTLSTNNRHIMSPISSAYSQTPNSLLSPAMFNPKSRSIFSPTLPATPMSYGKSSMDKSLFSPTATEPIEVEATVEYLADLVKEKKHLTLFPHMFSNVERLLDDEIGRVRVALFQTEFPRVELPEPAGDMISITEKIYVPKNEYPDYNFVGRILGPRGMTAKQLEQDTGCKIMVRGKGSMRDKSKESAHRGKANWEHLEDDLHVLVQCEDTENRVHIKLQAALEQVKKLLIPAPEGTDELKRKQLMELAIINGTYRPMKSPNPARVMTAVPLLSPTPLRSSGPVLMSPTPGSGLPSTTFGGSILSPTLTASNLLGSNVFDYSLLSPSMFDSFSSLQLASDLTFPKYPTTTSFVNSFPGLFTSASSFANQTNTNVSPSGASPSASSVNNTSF
# MEX-5 binding: C. elegans MEX-5 TCR-2 RNA binding activity; Q9XUB2; MEX-5/FITC-TCR2 RNA binding, fluorescence polarization; hits give low values; activity score (negative = inhibition of binding), % at 10 µM; 0.38% of 300,000 active; AID 1832;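 active = inhibition past about -25% in most replicates, and total fluorescence under double the plate's negative control median, limit read from the data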;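 also: 0% = DMSO and -100% = 5 µM competing unlabeled TCR2 RNA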
# Active calls of the source: *; . = not tested or not shown.
SMILES,TPT1 inh,Bcl-xL primary,MCL1 BIM primary,PME-1 inh,Fam108B inh,GSTO1 counter,PAD4 inh,GLD-1 TGE inh,MEX-5 binding
CCc1c(C#N)sc(C(N)=O)c1CC,0.5,7.2,5.5,2.9,-0.8,-2.6,-1.8,10.9,0.4
Cc1onc(-c2ccccc2)c1C(=O)N1CCC(CO)(Cc2ccccc2)CC1,-1.1,5.7,3.3,6.7,3.5,4.8,1.6,4.0,2.1
Cc1ccccc1NC(=O)C1Cc2ccccc2C(=O)O1 (stereo not drawn),-3.3,0.3,-2.7,0.2,8.0,-1.3,-2.6,-6.8,0.8
CCN(CC)c1ccc(-n2cc3c(=O)n(C)c(=O)n(C)c3c2)cc1,1.0,4.0,0.3,-9.2,0.4,-0.5,2.9,-3.5,1.4
CCc1ccccc1NC(=O)C1C(c2ccccc2)C1(Cl)Cl (stereo not drawn),-1.5,3.5,3.6,8.6,-1.6,-7.0,1.1,1.0,0.0
CC(C)=CCC/C(C)=C/CC/C(C)=N/O,-3.2,0.3,7.1,7.2,2.8,-11.0,-2.4,7.1,-2.7
O=C(/C=C/c1ccc(Br)cc1)NC(=S)N1CCOCC1,-7.0,8.2,11.9,-1.9,-0.3,-1.3,3.2,4.8,-1.0
COc1ccc(NC(=O)CCC(=O)OCc2ccc(Br)cc2)cc1,-3.8,3.0,-1.5,3.7,-1.9,-1.4,-6.0,-0.3,3.0
O=C(Nc1ccc(Cl)c(Cl)c1)O/N=C/c1ccncc1,3.2,2.4,3.5,-91.0,-65.2,-4.5,0.0,-2.1,0.2
COc1ccc2c(c1OC)C(=O)N1C(C(=O)O)Cc3c([nH]c4ccccc34)C21 (stereo not drawn),-14.3,48.2*,47.4*,-0.6,0.4,-2.4,-3.4,21.1,-10.5
COc1cc(/C=C(\NC(C)=O)C(=O)NC(C)(C)C)ccc1OC(C)=O,1.1,-5.4,-1.7,-3.8,3.1,2.4,2.2,-3.4,-2.6
Cc1cccc(NS(=O)(=O)c2ccc(C(=O)NCC(c3ccco3)N3CCCCC3)cc2)c1C (stereo not drawn),-0.4,3.9,4.0,18.6,-0.6,-2.1,-7.5,11.8,-0.3
O=C(Cc1ccccc1[N+](=O)[O-])NC1CC1,-5.7,3.0,-4.0,-0.8,1.0,2.4,1.6,-0.9,2.4
COc1ccc(N(C)C(=O)Cc2c(C(=O)O)[nH]c3ccccc23)c(OC)c1,-0.7,2.8,-2.8,6.1,-7.4,4.4,1.7,-8.8,0.0
COc1ccc(CN(C)C(=O)c2cccc(S(=O)(=O)N3CCN(c4ccccc4)CC3)c2)c(OC)c1OC,0.0,1.5,-3.8,3.4,3.9,1.7,-4.8,3.2,-1.6
CCC(=O)Nc1nc2ccccc2n1Cc1ccccc1Cl,0.8,4.0,5.2,3.5,-2.6,5.6,2.0,1.3,1.6
COc1ccc(/C=N/Nc2nc(-c3cccnc3)nc3ccccc23)cc1OC,-2.2,7.7,1.4,-41.7,-2.9,-25.8,-5.2,-0.4,3.5
CCOc1cnc(-c2c(-c3c(F)cccc3Cl)noc2C)o1,-1.4,6.5,5.0,-1.1,4.0,-4.7,-0.9,3.2,-1.4
CCOC(=O)COc1cc(Br)c(C2NC(=O)NC(C)=C2C(C)=O)cc1OCC (stereo not drawn),0.9,6.6,7.4,-6.9,2.0,5.1,0.6,-0.1,-0.4
Cc1ccc(C)c(NC(=O)c2cc3c([nH]c4ccccc43)c(C)n2)c1,0.6,2.9,3.0,-2.2,-7.8,-3.1,-1.7,5.5,-1.1
CCCC(CCC(=O)Nc1nccs1)C(=O)O (stereo not drawn),0.9,4.2,6.6,0.9,1.7,-5.3,-0.4,8.8,1.6
O=C(O)c1cccc(S(=O)(=O)Nc2ccc3c(c2)OCO3)c1,-3.2,18.1,18.4,1.0,3.0,1.1,-2.3,1.6,-4.2
O=c1cc(CO)oc(C(Nc2ccccn2)c2ccsc2)c1O (stereo not drawn),1.5,10.7,8.0,-4.4,7.7,13.0,3.9,12.6,.
O=S1(=O)CC=C(CSC(=S)NC2CCS(=O)(=O)C2)C1 (stereo not drawn),11.1,5.8,3.7,-1.0,0.4,1.9,-3.8,5.1,-0.6
COc1cc(C2C(C#N)=C(N)N(N(C)C)C3=C2C(=O)CC(C)(C)C3)cc(OC)c1OC (stereo not drawn),-4.7,6.8,6.1,-6.8,-7.3,-4.2,-4.4,0.0,0.1
NS(=O)(=O)c1ccc(CCNC(=O)CCNC(=O)c2ccco2)cc1,-4.2,-11.0,-13.8,-2.3,-1.6,4.1,0.2,2.9,2.4
Cc1ccc2c(SCC(=O)NCc3ccco3)nc(-c3ccc(F)cc3)nc2c1,0.2,0.3,3.9,-8.0,-20.5,-4.5,-4.6,1.8,-0.2
Brc1ccccc1CN1CCC(Cc2ccccc2)CC1,-2.8,5.8,8.9,0.8,-6.5,-0.6,-3.6,2.6,1.7
Cc1[nH]c(=O)[nH]c(=O)c1S(=O)(=O)N1c2ccc(F)cc2CCC1C (stereo not drawn),-7.0,6.7,-1.5,-3.5,2.4,-9.3,3.9,3.3,-0.8
CCC1CN(C(=O)Nc2cccc(C)c2)c2cc(C)ccc2O1 (stereo not drawn),2.6,-1.4,-5.5,1.7,-4.7,6.6,2.3,3.7,-0.9
Cc1cccc(N2CCN(C(=O)C3CCN(c4nnc(-n5cccc5)s4)CC3)CC2C)c1 (stereo not drawn),1.8,-1.0,1.2,-2.1,-0.6,0.1,-3.9,0.1,0.7
Cc1onc(-c2ccccc2Cl)c1C(=O)OCC(=O)Nc1cccc(S(=O)(=O)N2CCOCC2)c1,3.2,-1.3,-7.3,-1.1,-7.3,5.9,-2.6,4.1,-0.8
Cc1ccc(S(=O)(=O)N2CCCC(C(=O)NCc3cccnc3)C2)cc1Cl (stereo not drawn),-2.9,4.9,4.4,3.7,-1.2,28.7,-2.3,5.1,1.2
C#CCSc1nnc(C)c(C)n1,-0.9,5.7,6.2,-0.3,-2.8,-6.0,-2.7,5.0,0.7
COc1ccc(C(=O)Nc2ccc(S(=O)(=O)N(C)c3ccccc3)cc2)cc1,4.0,0.2,6.8,-29.4,-22.3,-13.3,-1.3,6.5,-3.0
N#Cc1nc(COc2ccccc2)oc1N1CCC(Cc2ccccc2)CC1,-1.1,2.9,-0.1,1.8,-3.0,5.3,-0.8,-1.4,0.3
CN(C)C(=O)CCC(=O)N1CCCCC1C(=O)Nc1ccc(Oc2ccccc2F)cc1 (stereo not drawn),-1.2,-0.3,-7.8,-1.2,2.2,6.8,2.0,8.4,-0.1
Cc1nn(CCc2nn[nH]n2)c2nc(-c3ccc(C4CCCCC4)cc3)cc(C(F)(F)F)c12,3.7,1.9,6.3,-14.8,-13.8,-55.4,-4.5,0.8,0.3
COc1ccccc1CN1CC(C(=O)NC2CCCCC2)CC1=O (stereo not drawn),-1.0,2.9,3.7,-2.4,1.8,0.2,-4.4,3.4,1.6
CN(C)C(=O)c1ccc(-n2nc(C(F)(F)F)c3c2CCCC3)cc1,0.9,2.8,5.6,-1.1,2.0,7.7,1.4,-5.5,1.6
CC(C)=CC(=O)Nc1c(C)cc(C)cc1Cl,-3.6,-0.2,5.5,-8.7,-1.6,1.9,-1.6,2.8,-0.6
O=C1CC(C(=O)N2CCN(S(=O)(=O)c3cccc(F)c3)CC2)CN1Cc1ccccc1Cl (stereo not drawn),-0.8,-3.0,-5.6,20.2,2.0,-0.3,2.7,3.9,0.8
CC(=O)c1sc(NC(=O)c2cc3c(C)nn(-c4ccccc4)c3s2)nc1C,-2.5,8.8,5.4,2.7,0.9,1.8,1.5,3.7,-0.7
O=C(c1cc2ccccc2cc1O)N1CCCC(C(F)(F)F)C1 (stereo not drawn),2.0,-2.3,-2.0,-0.6,0.5,1.9,0.2,1.5,3.9
Cc1ccc(/C(N)=N/OC(=O)N2CCOCC2)cc1,2.5,1.9,0.3,-1.3,-3.5,7.8,-5.2,-0.8,-2.4
O=C(CNCC1CCCO1)Nc1ccc([N+](=O)[O-])cc1C(=O)Nc1ccccc1F (stereo not drawn),-1.9,-0.6,-0.1,3.1,2.3,0.2,-1.9,2.6,0.2
COc1ccc(C(=O)/C=C/Nc2ccc(S(=O)(=O)Nc3cccc(C(C)=O)c3)cc2)cc1,1.1,-9.9,-34.6,43.3*,33.8*,-5.2,-6.3,-9.9,-13.2
Cc1c(C(=O)N2CCCCC2)c(S(=O)(=O)N2CCN(c3ccc(F)cc3)CC2)c(C)n1C,-3.2,8.6,7.5,-7.1,3.9,-3.5,5.9,-2.9,2.2
Fc1ccc(OCc2nn[nH]n2)c(F)c1,2.5,-8.4,-20.2,-3.2,-6.6,3.0,-0.4,-0.4,-3.4
COc1ccc(Cl)cc1NC(=O)N(C)Cc1c(C)nn(C)c1C,-3.8,8.7,2.0,-0.2,0.5,6.5,4.7,-4.3,1.0
COc1cc(CCC(C)NCc2ccccc2)ccc1O (stereo not drawn),-3.5,1.7,5.9,-2.9,11.2,-3.9,2.6,1.8,-0.5
O=C(c1oc(=O)c2ccccc2c1-c1ccccc1)N1CCC(O)CC1,-3.4,-1.6,1.9,-1.9,-0.4,4.7,1.8,0.6,-1.3
COc1ccc(-c2noc(N3CCC(C(=O)Nc4ccc(F)cc4F)CC3)n2)cc1,0.3,0.6,-5.5,-1.1,-7.0,0.1,0.3,-1.0,0.9
O=C(NCCc1ccccc1)c1c(F)c(F)c(F)c(F)c1F,1.4,0.2,-2.6,-0.6,6.4,-2.2,-0.6,-2.2,-0.6
COc1ccc(OC)c(Nc2nc(NCCCN(C)C)nc(N)c2[N+](=O)[O-])c1,-2.4,2.0,3.2,-0.7,0.6,2.2,-1.4,-1.4,-2.6
O=c1c2ccccc2nc(SCc2ccc([N+](=O)[O-])cc2)n1-c1ccc(Cl)cc1,-4.0,-2.3,0.6,-4.6,-0.2,-1.7,3.3,-3.3,0.7
Cc1ccc(C)c(NS(=O)(=O)c2ccc(OCC(=O)NCc3ccco3)cc2)c1,-0.5,3.5,5.2,-5.7,-2.8,7.1,-4.0,2.6,-0.8
COc1ccc(N=c2cc(-c3ccc(OC)cc3)oc3ccccc23)cc1,-3.0,1.6,9.3,4.5,9.8,0.3,0.2,1.3,-1.1
O=C(O)CN1CCN(Cc2ccccc2F)C1=O,-0.3,7.1,0.9,5.9,1.5,4.1,-2.5,4.7,2.0
Cc1ccc(NC(=O)NCC2CCN(Cc3cc(C)ccc3Cl)CC2)c(C)c1,1.6,1.0,-1.0,0.9,4.2,-4.3,-1.8,-1.1,.
Nc1nonc1-n1nnc(C(=O)N/N=C/c2c(Cl)cccc2Cl)c1CSC1=NCCS1,3.5,3.3,3.3,-10.2,-23.6,-21.0,0.6,2.9,-0.5
Cc1ccnc(NC(=O)Nc2ccc(Br)cc2Cl)c1,-1.1,4.7,2.2,2.1,2.8,-1.3,-1.2,-3.8,1.3
Cc1cc(C(=O)NC(C)C2CCCO2)cs1 (stereo not drawn),1.9,7.2,9.8,5.4,1.9,-0.7,-3.3,-4.1,-3.2

# Some of the compounds tested; count on the stated rates, not on these rows.
